Mcl-1 Bim block – inhibitors of Bim-Mcl-1 interaction, human; Q07820; Bead-based flow cytometry, Bim peptide-Mcl-1 binding; inhibition, % at 10 µM; 190,000 compounds, 0.1% hits;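 also: 0% = no compound tracer wells and 100% = peptide blocker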
Bcl-XL Bim block – human Bim-Bcl-XL interaction inhibition; Q07817; Bim peptide-Bcl-XL binding, bead flow cytometry, fluorescence; 190,000 compounds, 0.04% hits; inhibition, % at 10 µM; AID 1007
Target sequence (Q07817 whole entry, looked up): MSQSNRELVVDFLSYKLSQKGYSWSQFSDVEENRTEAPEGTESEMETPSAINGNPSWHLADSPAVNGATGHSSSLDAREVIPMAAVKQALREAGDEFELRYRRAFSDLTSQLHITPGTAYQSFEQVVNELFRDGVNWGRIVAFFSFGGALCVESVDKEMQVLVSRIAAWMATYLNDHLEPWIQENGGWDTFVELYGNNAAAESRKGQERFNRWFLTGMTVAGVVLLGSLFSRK
Bim-Bcl-B – inhibitors of Bim-Bcl-B interaction, human. AID 951. 190,000 compounds, 0.073% hits. inhibition, % at 10 µM. bead-based flow cytometry, Bim peptide-Bcl-B binding. Q9HD36;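 also: 0% = tracer peptide without compound and 100% = reference inhibitor peptide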
Target sequence (Q9HD36 whole entry, looked up): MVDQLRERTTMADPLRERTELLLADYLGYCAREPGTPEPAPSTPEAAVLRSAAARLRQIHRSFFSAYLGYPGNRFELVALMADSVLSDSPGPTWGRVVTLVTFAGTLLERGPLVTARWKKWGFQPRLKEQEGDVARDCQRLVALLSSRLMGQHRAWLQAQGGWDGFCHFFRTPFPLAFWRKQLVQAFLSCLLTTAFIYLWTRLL
Bim-Bcl-2 – inhibitors of Bim-Bcl-2 interaction, human. 190,000 compounds, 0.06% hits. inhibition, % at 10 µM. Bead-based flow cytometry, Bim peptide-Bcl-2 binding. P10415; in the data active = inhibition above about 40%; inconclusive = no clear call, values can overlap the other calls;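 also: 0% = no compound wells with probe peptide and 100% = reference peptide inhibitor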
Target sequence (P10415 whole entry, looked up): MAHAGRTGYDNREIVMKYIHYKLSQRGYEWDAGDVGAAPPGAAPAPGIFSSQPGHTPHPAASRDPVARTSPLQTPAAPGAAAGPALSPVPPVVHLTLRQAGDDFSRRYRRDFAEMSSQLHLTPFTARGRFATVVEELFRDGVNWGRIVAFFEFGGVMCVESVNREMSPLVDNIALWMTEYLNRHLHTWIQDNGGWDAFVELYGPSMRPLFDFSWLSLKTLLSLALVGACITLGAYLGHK
Mcl1 Bid PPI – disrupts binding of human Mcl-1 to Bid peptide; Q07820; TR-FRET Mcl-1/Bid-Dy647 peptide binding, 1536-well; 220,000 compounds, 0.97% hits; inhibition, % at 21.7 µM;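 active = compounds that cut the binding signal by more than half at the single screening dose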;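 also: His-tagged Mcl-1 with europium anti-His antibody binding Bid BH3 peptide; 0% = Mcl-1 plus peptide wells and 100% = peptide-only wells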
Bim-Bcl-W – disrupts Bim peptide binding to human Bcl-W. inhibition, % at 10 µM. bead-based flow cytometry. Q92843. 190,000 compounds, 0.02% hits;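 also: 0% = bound tracer without compound and 100% = peptide blocker; higher means less fluorescent Bim peptide bound to Bcl-W beads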
Target sequence (Q92843 whole entry, looked up): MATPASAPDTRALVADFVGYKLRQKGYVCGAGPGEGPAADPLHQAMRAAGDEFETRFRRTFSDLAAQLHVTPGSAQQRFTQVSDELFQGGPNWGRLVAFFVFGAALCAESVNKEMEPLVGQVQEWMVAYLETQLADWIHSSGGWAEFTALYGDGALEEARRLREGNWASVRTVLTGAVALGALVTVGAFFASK
RGS8-Gao reg – human RGS8-Galphao interaction regulation; 220,000 compounds, 0.34% hits; P09471; response (percent of control binding), % at 10 µM; AID 1423; multiplexed bead flow cytometry, RGS8-Galphao binding; actives lie on both sides; in the data active = response below about 60% or above about 140%; inactive = in between;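 also: Galphao activated as the GDP aluminium fluoride complex binding bead-coupled RGS8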
RGS7-Gao – regulators of human RGS7-Galphao interaction; P09471; Multiplexed bead flow cytometry, RGS7-Galphao binding; actives lie on both sides; binding response (% of control), % at 10 µM; 220,000 compounds, 0.35% hits; in the data active = binding response below about 49% or above about 150%; inconclusive = no clear call, values can overlap the other calls; inactive = in between;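 also: fluorescent Galphao held in activated GDP-AlF4 state binding bead-coupled RGS7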
Mcl1-Noxa inh – disrupts binding of human Mcl-1 to Noxa peptide. TR-FRET Mcl-1/Noxa peptide binding, 2 h. AID 1022. inhibition, % at 21.7 µM. Q07820. 220,000 compounds, 1.5% hits;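 active = compounds that cut the protein-peptide binding signal by more than 50% relative to plate controls in a single-dose test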;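 also: His-tagged Mcl-1 with rhodamine Noxa BH3 peptide and terbium anti-His antibody; 0% = Mcl-1 plus Noxa peptide wells and 100% = peptide-only wells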
RGS4-Gao reg – human RGS4-Galphao interaction regulation | Multiplexed bead flow cytometry, RGS4-Galphao binding; actives lie on both sides | 220,000 compounds, 0.33% hits | AID 1415 | P09471 | binding response (% of control), % at 10 µM; in the data active = binding response below about 49% or above about 150%; inactive = in between;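 also: fluorescent Galphao activated with aluminum fluoride binding bead-coupled RGS4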
Bfl-1 Bim block – disrupts Bim binding to human Bfl-1; Q16548; inhibition, % at 10 µM; 190,000 compounds, 0.12% hits; Bead-based flow cytometry, Bim-Bfl-1 binding inhibition;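 also: 0% = wells without compound plus tracer and 100% = blocker peptide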
* hit, by the source's call; ? = inconclusive; · = not tested or not shown. Rule as the data show it, unless noted: active = inhibition above about 40%.

entry	mol	Bim-Bcl-W	Bim-Bcl-2	RGS8-Gao reg	Bim-Bcl-B	RGS4-Gao reg	RGS7-Gao
1	CC(C)OC(=O)CSc1nc(N)c(C#N)c(-c2ccco2)c1C#N	1	1	90	3	96	97
2	O=C(O)/C=C/c1ccc(S(=O)(=O)Nc2ccc(C(=O)NCC(=O)O)cc2)cc1	-4	-1	101	4	102	102
3	COC(=O)CSc1snnc1-c1ccc(Cl)c(Cl)c1	-1	-5	88	-8	85	90
4	O=C(CCN1C(=O)C2C3C=CC(C3)C2C1=O)N1CCN(c2ccccc2F)CC1 (centres undefined)	-1	-9	103	-7	102	103
5	COc1ccc(CCNC(=O)c2ccco2)cc1	4	1	99	1	100	101
6	NC(=O)c1sc2nc(-c3ccccc3)c3c(c2c1N)CCCC3	7	2	105	-1	111	103
7	C/C(CC(=O)Nc1cccc(Cl)c1Cl)=N\NC(=O)c1ccccc1N	0	2	101	-2	99	99
8	CN(C)S(=O)(=O)c1ccc(NC(=O)C2CCCN(C(=O)c3ccc(Cl)cc3)C2)cc1 (centres undefined)	-3	-4	106	0	102	100
9	CN1CCN(C(=O)CSc2nc(-c3cccs3)ccc2C#N)CC1	0	0	93	-7	94	96
10	CN(Cc1ccccc1)S(=O)(=O)c1cccc2nsnc12	0	-6	101	-3	102	103
11	CC(=O)c1cccc(NC(=O)c2cc(-n3cnnc3)ccc2Cl)c1	-3	-2	100	-4	100	101
12	CC(NC(=O)c1cn(C(C)c2ccccc2F)nn1)c1ccncc1 (centres undefined)	-1	-2	101	-4	99	96

entry	Mcl1-Noxa inh	Bfl-1 Bim block	Mcl1 Bid PPI	Mcl-1 Bim block	Bcl-XL Bim block
1	-44	4	-81	2	·
2	10	6	-3	0	-2
3	28	-7	-25	-2	1
4	2	-20	-33	-1	-5
5	1	-1	-14	-2	2
6	12	1	-29	3	1
7	23	0	-12	-1	-1
8	8	0	-15	-3	-2
9	56*	3	-9	-1	-2
10	-11	-5	-31	0	-1
11	-10	1	-17	-2	-2
12	12	-3	-7	0	-3

Screen by screen, from the results shown:
Bim-Bcl-B, compounds 1 to 4 → 3, 4, -8, -7
Mcl1 Bid PPI, compounds 1 to 4 → -81, -3, -25, -33

Gathered by group: those above with a furan ring, fused or not (2)
entry	mol	Bim-Bcl-W	Bim-Bcl-2	RGS8-Gao reg	Bim-Bcl-B	RGS4-Gao reg	RGS7-Gao
1	CC(C)OC(=O)CSc1nc(N)c(C#N)c(-c2ccco2)c1C#N	1	1	90	3	96	97
5	COc1ccc(CCNC(=O)c2ccco2)cc1	4	1	99	1	100	101

entry	Mcl1-Noxa inh	Bfl-1 Bim block	Mcl1 Bid PPI	Mcl-1 Bim block	Bcl-XL Bim block
1	-44	4	-81	2	·
5	1	-1	-14	-2	2

(next part)
entry	mol	Bim-Bcl-W	Bim-Bcl-2	RGS8-Gao reg	Bim-Bcl-B	RGS4-Gao reg	RGS7-Gao
13	O=C(CNC(=O)Cc1ccccc1)NCC(=O)OCC(=O)c1cccc2ccccc12	0	-4	103	-6	102	99
14	COc1ccc2nc(N/C(=N/S(=O)(=O)c3cccs3)c3ccccc3Cl)sc2c1	-2	-4	100	-2	100	?
15	O=C(c1ccccc1NS(=O)(=O)c1ccc2c(c1)OCCO2)N1CCOCC1	-5	0	104	-3	103	106
16	C=CCOC(=O)COc1ccc2c(C)c(C)c(=O)oc2c1	-3	-3	102	-3	96	98
17	COc1ccc(CCNC(=O)c2ccc(N(C)S(=O)(=O)c3ccc(C)cc3)cc2)cc1	-6	-10	101	-10	101	?
18	Cc1[nH]c2ccccc2c1C(=O)CNc1nccs1	-2	-14	100	-10	98	101
19	CCN(CC)CCN(C(=O)c1ccc(C(C)=O)cc1)c1nc2ccc(Cl)cc2s1	-3	-6	103	-5	101	?
20	Cc1cc(C)c(NS(=O)(=O)c2ccc(Cl)c(C(=O)O)c2)c(C)c1	0	-2	100	-4	104	102
21	C/C(=N\OC(=O)NC(C)C)c1sc(-c2ccccc2)nc1C	2	0	93	0	91	90
22	Cc1cc(Br)c(OCC(=O)NN)c2c1CCC2	·	·	100	·	97	?
23	CC(C)(Oc1cccc2ccccc12)C(=O)O	0	-10	98	-11	100	98
24	O=C(NCc1nnc(SCC(=O)N2CCCc3ccccc32)o1)c1c(F)cccc1Cl	0	-1	97	0	93	94

entry	Mcl1-Noxa inh	Bfl-1 Bim block	Mcl1 Bid PPI	Mcl-1 Bim block	Bcl-XL Bim block
13	16	-14	6	0	1
14	7	-6	-10	-4	-1
15	1	-3	-2	-4	-6
16	2	-5	-1	-4	-2
17	11	-9	10	3	-7
18	10	-12	-30	-7	-12
19	16	-9	-7	-2	-6
20	6	-13	9	-1	0
21	-11	0	-19	-1	0
22	-4	·	-11	·	·
23	9	-16	19	-2	-4
24	-1	-2	-13	0	0

Arranged by value in Mcl1 Bid PPI (high to low): some entries from above
entry	mol	Bim-Bcl-W	Bim-Bcl-2	RGS8-Gao reg	Bim-Bcl-B	RGS4-Gao reg	RGS7-Gao
13	O=C(CNC(=O)Cc1ccccc1)NCC(=O)OCC(=O)c1cccc2ccccc12	0	-4	103	-6	102	99
22	Cc1cc(Br)c(OCC(=O)NN)c2c1CCC2	·	·	100	·	97	?
18	Cc1[nH]c2ccccc2c1C(=O)CNc1nccs1	-2	-14	100	-10	98	101

entry	Mcl1-Noxa inh	Bfl-1 Bim block	Mcl1 Bid PPI	Mcl-1 Bim block	Bcl-XL Bim block
13	16	-14	6	0	1
22	-4	·	-11	·	·
18	10	-12	-30	-7	-12

New compounds follow.
entry	mol	Bim-Bcl-W	Bim-Bcl-2	RGS8-Gao reg	Bim-Bcl-B	RGS4-Gao reg	RGS7-Gao
25	CC1(C)Cc2c(c(=S)nc(-c3ccccc3)n2CCO)CO1	0	-8	104	-7	102	99
26	CCOC(=O)C(CCc1nnc(N)s1)C(=O)OCC	-4	-6	100	-8	98	98
27	CCCOc1ccc(-c2csc(N)n2)cc1[N+](=O)[O-]	-2	-2	97	-4	100	98
28	Cc1nc2ccccc2n1CC(=O)OCC(=O)NCCc1ccccc1	0	0	95	2	111	108
29	COc1ccc(Br)c(OC)c1C(=O)NC(=O)Nc1nc(C)cc(C)n1	·	·	99	·	102	?
30	COc1ccc(CCNc2ccc(C(=O)O)cc2[N+](=O)[O-])cc1OC	-3	3	99	0	99	100
31	CC(C)OC(=O)c1c2nc3ccccc3nc2n2c1[nH]c(=O)c1ccccc12	2	-1	98	2	101	103
32	C#CCNc1ccc([N+](=O)[O-])cc1	3	1	102	0	100	97
33	Cc1ccc(OCC(=O)O/N=C(\N)c2ccccn2)cc1	0	-4	100	-5	101	101
34	CCCOc1ccc(N2C(=O)CC(N3CCC(c4nc5ccccc5o4)CC3)C2=O)cc1 (centres undefined)	1	-1	99	-1	98	98
35	COC(=O)c1cc(NS(=O)(=O)c2ccc(NCc3cccnc3)c(N)c2)cc(C(=O)OC)c1	-1	1	83	0	96	92
36	COc1ccc(C(=O)Cn2nnc(-c3ccccc3NC(=O)C3CCCCC3)n2)cc1	0	-8	103	-9	106	101

entry	Mcl1-Noxa inh	Bfl-1 Bim block	Mcl1 Bid PPI	Mcl-1 Bim block	Bcl-XL Bim block
25	0	-15	-8	-5	-7
26	19	-11	-23	0	-6
27	26	-2	-30	-2	-3
28	-4	0	-24	0	8
29	-3	·	-4	·	·
30	0	1	-2	0	-2
31	-26	0	4	2	0
32	-7	0	-9	2	-1
33	10	-5	-28	0	-2
34	16	-4	-16	0	0
35	37	-4	-93	-16	0
36	3	-11	-22	-1	-23

Next records:
entry	mol	Bim-Bcl-W	Bim-Bcl-2	RGS8-Gao reg	Bim-Bcl-B	RGS4-Gao reg	RGS7-Gao
37	Cc1ccc(OCc2ccc(C(=O)NCC3CCCO3)cc2)cc1 (centres undefined)	-1	-3	103	-2	107	104
38	c1ccc(CN2CCN(CCOCCOc3cccc4ccccc34)CC2)cc1	-2	-3	100	-5	101	99
39	COc1ccc2cc(C(=O)Nc3c(C)n(C)n(-c4ccccc4)c3=O)sc(=O)c2c1OC	-5	-1	105	4	121	115
40	Cc1cccc(OCC(=O)Nc2cccc(C(=O)Nc3ccccc3C(=O)O)c2)c1	-5	-7	92	-6	86	84
41	CC(c1ccccc1)c1nnc(N)s1 (centres undefined)	-1	-1	110	-4	105	109
42	CN(C(=O)c1cccnc1)c1nnc(-c2cccnc2)s1	-1	-10	103	-12	100	97
43	CCCCN=C1NN=C(c2cccc([N+](=O)[O-])c2)CS1	-1	-1	104	-1	97	98
44	CCCCOc1ccc(C(=O)NCCC(=O)NCCCC(=O)OCC)cc1	·	·	106	·	111	?
45	CC1CCCCC1NC(=O)CN1CCN(Cc2ccccc2Cl)C1=O (centres undefined)	0	0	104	-4	105	102
46	COc1ccccc1-c1nnc2n1N=C(c1ccc(O)c(O)c1)CS2	2	4	59*	1	56	47*
47	Cc1ccccc1CNS(=O)(=O)c1ccccc1[N+](=O)[O-]	1	-1	102	-2	104	105
48	Cc1nc(NCc2ccco2)c2c(C)c(C)sc2n1	-2	-13	96	-9	96	90
49	CS(=O)(=O)N(CC(=O)NCCSCc1ccco1)c1ccc(Cl)cc1	-1	-2	106	-3	104	106
50	CCCCC(=O)Nc1ccc2oc(-c3cccnc3)nc2c1	2	3	101	2	100	98

entry	Mcl1-Noxa inh	Bfl-1 Bim block	Mcl1 Bid PPI	Mcl-1 Bim block	Bcl-XL Bim block
37	10	-6	-8	-1	-1
38	11	-5	45	-3	0
39	6	3	5	-2	-2
40	10	-10	-12	-3	-11
41	-7	-7	-8	2	0
42	-16	-15	-33	-2	-8
43	51*	-3	9	3	-1
44	3	·	94*	·	·
45	-7	-2	-4	-2	-1
46	36	0	-27	1	0
47	6	-3	-21	0	1
48	24	-16	48	0	-12
49	8	-7	-26	-1	-3
50	·	0	·	4	0
